High-throughput results as filed in PubChem BioAssay.
PriA SSB inh = inhibitors of Klebsiella pneumoniae PriA binding to SSB C-terminal tail, primary screen, biochemical, AlphaScreen | PriA–SSB C-terminal tail interaction (Klebsiella pneumoniae) | AlphaScreen SSBct-PriA binding, biotinylated peptide | inhibition, % at 33 µM | hit rate 0.6% among 430,000 | AID 1272365, 2023; in the data active means inhibition mostly above about 37%, no sharp cut-off; inactive means mostly below about 20%;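 further: plate controls were negative control peptide for no effect and reference peptide for full effect; strong numbers were not always called active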
Rv3671c inh = Rv3671c serine protease inhibitors, primary screen, biochemical, fluorescence polarization, M. tuberculosis H37Rv; hit rate 0.048% among 320,000; inhibition, % at 5.96 µM; P9WHR9; in the data active means inhibition above about 38%;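 further: extracellular domain of Rv3671c used as enzyme; 0% = enzyme with DMSO and 100% = no enzyme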
Target sequence (P9WHR9 whole entry, looked up, the tested form may be a part): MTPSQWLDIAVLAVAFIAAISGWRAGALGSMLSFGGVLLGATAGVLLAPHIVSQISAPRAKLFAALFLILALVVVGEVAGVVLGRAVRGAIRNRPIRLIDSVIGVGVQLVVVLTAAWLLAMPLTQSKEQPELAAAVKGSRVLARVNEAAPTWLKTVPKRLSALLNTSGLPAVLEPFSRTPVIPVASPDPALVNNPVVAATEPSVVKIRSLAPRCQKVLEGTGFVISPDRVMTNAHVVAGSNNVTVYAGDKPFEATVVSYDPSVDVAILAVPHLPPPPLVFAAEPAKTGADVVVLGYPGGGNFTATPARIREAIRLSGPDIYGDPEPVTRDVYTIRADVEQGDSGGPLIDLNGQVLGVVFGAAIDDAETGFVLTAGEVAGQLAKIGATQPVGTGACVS
DUSP3 inh = VHR1 phosphatase inhibitors, primary screen, biochemical, absorbance, uHTS; hit rate 0.52% among 290,000; recombinant VHR phosphatase, pNPP absorbance; inhibition, % at 13.3 µM; Dual specificity protein phosphatase 3 (Homo sapiens), P51452; AID 1654, 2009; in the data active means inhibition above about 50%; further: some compounds called inactive have numbers as strong as hits
Target sequence (P51452 whole entry, looked up): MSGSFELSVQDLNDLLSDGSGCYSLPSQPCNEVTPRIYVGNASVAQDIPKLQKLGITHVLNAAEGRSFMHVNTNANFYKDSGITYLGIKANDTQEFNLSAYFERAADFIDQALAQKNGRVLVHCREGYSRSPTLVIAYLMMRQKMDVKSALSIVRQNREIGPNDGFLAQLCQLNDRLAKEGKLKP
SARS 3CLpro inh = SARS-CoV 3CLpro protease inhibitors, primary screen, biochemical, quenched FRET. inhibition, % at 6 µM. recombinant SARS-CoV 3CLpro, quenched FRET peptide cleavage. AID 1706, 2009. hit rate 0.14% among 290,000. Replicase polyprotein 1ab (Severe acute respiratory syndrome coronavirus), P0C6X7; in the data active means inhibition above about 12%
CCHF vOTU inh = CCHFV vOTU protease inhibitors, primary screen, biochemical, Pep-AMC substrate, fluorescence | Crimean-Congo hemorrhagic fever virus L polyprotein viral ovarian tumor (vOTU) protease … | inhibition, % at 11.5 µM | hit rate 0.55% among 370,000 | AID 651958, 2012; in the data active means inhibition above about 30%; further: 0% = vehicle wells with enzyme and 100% = no enzyme wells
MazEF act = activators of E. coli MazEF toxin-antitoxin RNase, primary screen, biochemical, fluorescence, uHTS. activation, % at 20 µM. hit rate 0.32% among 350,000. FAM/BHQ RNA-DNA oligo cleavage fluorescence, 5 h. Endoribonuclease toxin MazF (Escherichia coli (strain K12)), P0AE70. AID 504720, 2011; in the data active means activation above about 50%
Target sequence (P0AE70 whole entry, looked up): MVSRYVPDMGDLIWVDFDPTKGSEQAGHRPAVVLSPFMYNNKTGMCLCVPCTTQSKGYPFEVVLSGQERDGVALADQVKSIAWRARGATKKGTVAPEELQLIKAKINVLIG
Y pestis TopoI = Yersinia pestis topoisomerase I inhibitors, primary screen, biochemical, cleavage product accumulation, plate reader, single point; Y. pestis Topo-I cleavage product accumulation; hit rate 0.064% among 360,000; DNA topoisomerase I (Yersinia pestis CO92); activity, % at 10 µM; in the data active means activity above about 50%, passing the limit was not always enough; further: inactives centre near 2
PrPC TRFRET = inhibitors of human cell surface prion protein PrPC, primary screen, cell-based, TR-FRET | Major prion protein (Homo sapiens), P04156 | TR-FRET read-out | inhibition, % at 13.8 µM | hit rate 0.43% among 370,000; in the data active means inhibition above about 24%; further: 0% = median of the test wells and 100% = reference compound wells
TcdB inh = TcdB glycohydrolase inhibitors, primary screen, biochemical, single point, plate reader; inhibition, % at 9.99 µM; hit rate 0.24% among 350,000; Toxin B (Clostridioides difficile), P18177; AID 652162, 2013; TcdB glycohydrolase enzymatic assay; in the data active means inhibition above about 10%
Vc quorum ag = inducers of Vibrio cholerae quorum light production without autoinducers, primary screen, BH1578 luxS cqsA deficient, single point; hit rate 0.16% among 350,000; activation, % at 18.7 µM; V. cholerae BH1578 lux reporter, luminescence, 6 h; AID 588436, 2011; in the data active means activation mostly above about 9.7%, no sharp cut-off; further: not every result past the cut was called active; inactives centre near 0; reference of the scale not given here
* hit, by the source's call; i = inactive; · = no result given.

SMILES | PriA SSB inh | Rv3671c inh | DUSP3 inh | SARS 3CLpro inh | CCHF vOTU inh | MazEF act | Y pestis TopoI | PrPC TRFRET | TcdB inh | Vc quorum ag
CC(C(=O)N1CCOCC1)c1ccccc1 (stereo unspecified) | -1 | -3 | · | · | 0 | -3 | 2 | -2 | 0.5 | i
O=C(NCc1cccnc1)c1cc2ccccc2oc1=O | -8 | 5 | 12 | -2 | 5 | 2 | 4 | 6 | 1.1 | -0.2
O=C(CSc1nc2[nH]c(=O)cc(O)c2s1)Nc1ccc(Br)cc1 | -2 | -1 | · | · | 13 | -2 | -2 | 7 | 2.7 | -0.8
COc1ccc(CCNC(=O)c2cc(CC(C)C)on2)cc1OC | -6 | -5 | 9 | 0 | 2 | 8 | 10 | 1 | 1.3 | -0.2
COc1ccc(N(CC(=O)Nc2cc(C)ccc2C)S(=O)(=O)c2ccccc2[N+](=O)[O-])c(OC)c1 | -14 | -14 | -10 | 9 | -2 | 7 | 1 | 0 | 1.5 | i
Cc1ccc2[nH]cc(C(=O)CN3CCN(c4ccccc4F)CC3)c2c1 | 1 | -3 | 14 | -5 | 6 | 1 | 5 | -1 | · | i
c1ccc2sc(Sc3ncnc4sccc34)nc2c1 | -17 | 6 | -4 | 0 | 12 | -1 | 5 | -5 | 0.5 | 1.1
COc1cc(OC)cc(C(=O)NC(c2ccccc2)c2ccccc2)c1 | -4 | 3 | -23 | -1 | -17 | 8 | 12 | 2 | -0.4 | i
COc1ccccc1N=c1scc(-c2ccc3c(c2)NC(=O)CO3)n1CC1CCCO1 (stereo unspecified) | 25 | 6 | 36 | -1 | -2 | -12 | 2 | -2 | · | i
O=C(NCCc1ccccc1F)C1CCC(=O)N(Cc2ccccc2F)C1 (stereo unspecified) | -3 | 8 | -20 | 0 | -13 | 9 | 7 | -2 | -2.1 | -0.1
CSc1nnc(-c2ccc([N+](=O)[O-])cc2)o1 | -9 | -2 | 10 | 2 | 7 | -18 | 2 | -25 | -2.4 | -0.1
CC(Sc1cnc2ccccc2n1)C(=O)O (stereo unspecified) | -6 | -24 | 28 | -3 | 3 | -9 | 1 | 39* | · | i
COc1ccc(S(=O)(=O)N2CCCCCC2)cc1C(=O)N(CC(C)C)C1CCS(=O)(=O)C1 (stereo unspecified) | 3 | 3 | · | · | 4 | 3 | 9 | 1 | -1.6 | -2.9
O=C(COc1c(F)c(F)cc(F)c1F)NC(=O)NC1CCCC1 | -2 | 0 | 8 | -10 | -10 | 2 | 7 | -1 | · | i
COCCCNC(=S)Nc1c(C)cc(C)cc1C | 8 | 2 | 8 | -2 | 0 | 14 | -3 | 9 | 1.7 | 2.5
Cc1ccccc1C(=O)Nc1cc(C(F)(F)F)ccc1-n1cncn1 | -3 | 9 | · | · | -8 | 1 | 0 | -5 | 0.8 | i
Cc1ccc(N(C(=O)CNC(=O)c2ccco2)C(C(=O)NC2CCCCC2)c2ccncc2)cc1F (stereo unspecified) | -4 | 0 | 34 | 2 | 4 | 6 | -2 | -2 | -0.1 | -9.4
Cc1ccc(S(=O)(=O)NCC(=O)N(CC(=O)NCC2CCCO2)Cc2ccco2)cc1 (stereo unspecified) | -7 | 3 | 4 | -2 | -10 | 4 | 2 | -2 | 1.5 | -0.4
O=C(CN1CCCc2ccccc21)NCCc1ccc(F)cc1 | -2 | -4 | -17 | -2 | 0 | -5 | 4 | 1 | 0.9 | -1.0
COC(=O)C1CCN(C(=O)CSc2ccccc2)CC1 | -12 | 0 | -14 | 0 | -2 | -5 | 0 | -4 | · | -0.4
O=C1c2ccccc2C(=O)N1Nc1ccccc1 | 2 | -6 | 23 | 4 | 12 | 4 | 0 | 3 | · | 2.8
COCC(C)n1c(SCC(=O)Nc2sccc2C(N)=O)nc2ccccc2c1=O (stereo unspecified) | 1 | -13 | · | · | 1 | 1 | 5 | 8 | 1.3 | -0.7
NC(=O)C1=C[C@H](c2coc3ccccc3c2=O)C[C@H](OCCCCO)O1 | -10 | 5 | 16 | -5 | 1 | 11 | 6 | 14 | 3.4 | i
COc1ccc(CCNC(=O)COC(=O)c2ccco2)cc1OC | -8 | -1 | 35 | 0 | -3 | 0 | 2 | -2 | · | -1.5
CCOC(=O)C(=O)N(C)c1c(CC)nc2c(OCc3ccc(OC(F)F)cc3)cccn12 | · | · | · | · | 12 | · | 23 | -1 | -1.0 | i
O=C(N/N=C/c1ccc(Sc2ccccn2)o1)c1cc2ccccc2cc1O | · | 11 | -1 | -1 | · | 3 | 6 | · | -0.9 | -2.5
CNS(=O)(=O)c1cccc(C(=O)OCC(=O)NC(C)CCc2ccccc2)c1 (stereo unspecified) | -5 | -10 | -14 | -6 | -2 | -1 | 8 | 1 | -2.0 | i
COc1ccc(NC(=O)CCc2ccccc2)cc1NC(=O)c1ccco1 | -9 | -4 | 11 | -3 | 5 | -7 | 0 | 3 | · | i
Cc1cc(C(=O)N/N=C2\CC(=O)c3ccccc32)c(C)n1-c1ccccc1 | · | -18 | 18 | -4 | 30* | 4 | 1 | 0 | 2.4 | -0.3
CCOc1nc(Nc2ccc([N+](=O)[O-])cc2)nc(NC(C)(C)C)n1 | 3 | -3 | 8 | 1 | 13 | 4 | 0 | 7 | · | -0.4
Cc1nn(C)c(C)c1CN(C)S(=O)(=O)c1ccc2ccccc2c1 | 0 | 0 | 36 | 1 | 7 | 1 | 17 | 9 | · | -0.6
Cc1cccc(NC(=O)C(=O)N/N=C/c2ccncc2)c1 | · | -7 | 4 | 1 | 5 | 1 | -2 | 9 | -0.4 | -0.1
COc1ccc(NC(=O)Nc2cc(C(=O)O)ccc2N2CC3CC(C2)c2cccc(=O)n2C3)c(OC)c1 (stereo unspecified) | -14 | 0 | -2 | 0 | 7 | 7 | 1 | 10 | 2.1 | -0.3
Cc1c(/C=N\NC(=O)C2(C)CC2(Cl)Cl)cnn1C (stereo unspecified) | · | 5 | -2 | 0 | -7 | 3 | 0 | 3 | · | -0.6
COc1cccc(N/C=C/C(=O)c2ccc(OC)c(OC)c2)c1 | -5 | -4 | -23 | 2 | 13 | 6 | -1 | -9 | 0.3 | -1.2
COc1cc(/C=N/NC(N)=O)ccc1OC(=O)c1cccs1 | · | -9 | 18 | -3 | -11 | 12 | 2 | 4 | 1.6 | -0.1
CCCCCOc1ccc(C(=O)CCC(=O)Nc2ccc(NC(C)=O)cc2)cc1 | -1 | 9 | 6 | -5 | -14 | -2 | 4 | 2 | -4.5 | i
CCc1ccc(NC(=O)N(Cc2ccco2)C(C)c2cccs2)cc1 (stereo unspecified) | -14 | 1 | 21 | 1 | 3 | -2 | 4 | 9 | · | -0.5
NC(=O)c1cc(S(=O)(=O)NCCc2ccccc2)cs1 | 0 | -1 | 38 | 7 | 6 | 1 | 1 | -4 | 1.5 | -0.4
CCCC(=O)N1CCC1(C)C(=O)NS(=O)(=O)c1ccc(F)cc1F (stereo unspecified) | · | · | · | · | 9 | · | -1 | -4 | -0.3 | -0.3
Cc1cccc(-c2n[nH]c(=S)n2-c2ccccc2)c1[N+](=O)[O-] | -3 | 8 | 5 | 0 | 2 | 2 | -2 | 1 | · | -0.3
O=C(CN1CCN(c2ccc(O)cc2)CC1)Nc1cc(S(=O)(=O)N2CCOCC2)ccc1Cl | 2 | 7 | -10 | 2 | 10 | 7 | 15 | 8 | · | -0.3
COc1cc(OC)cc(-c2c(C#Cc3ccsc3)c3cc(-c4ccc(OC)nc4)ccc3n2C)c1 | -8 | -26 | · | · | -4 | -5 | -9 | 3 | -1.3 | i
O=C(Nc1ccccc1C(F)(F)F)c1cc(-c2ccco2)on1 | 6 | 5 | 40 | -3 | 1 | -8 | 2 | 3 | 0.8 | i
CC(C)CCN1CCC(CN2C(=S)NC[C@@H]2Cc2ccccc2)CC1 | -8 | · | · | · | 6 | 5 | 3 | 2 | 0.8 | -1.4

Sorted by count of non-hydrogen atoms (lowest first): eleven of the compounds above
SMILES | PriA SSB inh | Rv3671c inh | DUSP3 inh | SARS 3CLpro inh | CCHF vOTU inh | MazEF act | Y pestis TopoI | PrPC TRFRET | TcdB inh | Vc quorum ag
Cc1c(/C=N\NC(=O)C2(C)CC2(Cl)Cl)cnn1C (stereo unspecified) | · | 5 | -2 | 0 | -7 | 3 | 0 | 3 | · | -0.6
NC(=O)c1cc(S(=O)(=O)NCCc2ccccc2)cs1 | 0 | -1 | 38 | 7 | 6 | 1 | 1 | -4 | 1.5 | -0.4
Cc1cccc(NC(=O)C(=O)N/N=C/c2ccncc2)c1 | · | -7 | 4 | 1 | 5 | 1 | -2 | 9 | -0.4 | -0.1
COc1cc(/C=N/NC(N)=O)ccc1OC(=O)c1cccs1 | · | -9 | 18 | -3 | -11 | 12 | 2 | 4 | 1.6 | -0.1
COc1cccc(N/C=C/C(=O)c2ccc(OC)c(OC)c2)c1 | -5 | -4 | -23 | 2 | 13 | 6 | -1 | -9 | 0.3 | -1.2
Cc1nn(C)c(C)c1CN(C)S(=O)(=O)c1ccc2ccccc2c1 | 0 | 0 | 36 | 1 | 7 | 1 | 17 | 9 | · | -0.6
CCc1ccc(NC(=O)N(Cc2ccco2)C(C)c2cccs2)cc1 (stereo unspecified) | -14 | 1 | 21 | 1 | 3 | -2 | 4 | 9 | · | -0.5
CCCCCOc1ccc(C(=O)CCC(=O)Nc2ccc(NC(C)=O)cc2)cc1 | -1 | 9 | 6 | -5 | -14 | -2 | 4 | 2 | -4.5 | i
O=C(CN1CCN(c2ccc(O)cc2)CC1)Nc1cc(S(=O)(=O)N2CCOCC2)ccc1Cl | 2 | 7 | -10 | 2 | 10 | 7 | 15 | 8 | · | -0.3
COc1cc(OC)cc(-c2c(C#Cc3ccsc3)c3cc(-c4ccc(OC)nc4)ccc3n2C)c1 | -8 | -26 | · | · | -4 | -5 | -9 | 3 | -1.3 | i
COc1ccc(NC(=O)Nc2cc(C(=O)O)ccc2N2CC3CC(C2)c2cccc(=O)n2C3)c(OC)c1 (stereo unspecified) | -14 | 0 | -2 | 0 | 7 | 7 | 1 | 10 | 2.1 | -0.3

More compounds:
SMILES | PriA SSB inh | Rv3671c inh | DUSP3 inh | SARS 3CLpro inh | CCHF vOTU inh | MazEF act | Y pestis TopoI | PrPC TRFRET | TcdB inh | Vc quorum ag
CCN1CCN(S(=O)(=O)c2ccc(Cl)c(C(=O)NC3CCCCC3)c2)CC1 | -7 | 1 | · | · | 11 | 2 | 4 | -7 | 1.1 | -0.5
O=C1c2ccccc2NC(c2cccc(O)c2)N1O (stereo unspecified) | -3 | 0 | -5 | -1 | 0 | 0 | -1 | 3 | -2.5 | -0.6
COc1ccc(-c2nc(Cn3c(SCc4cccc(F)c4)nc4ccncc43)c(C)o2)cc1OC | -10 | -19 | 7 | -3 | 5 | 8 | 21 | -6 | -0.8 | 0.7
Cc1ccc(-c2nc(C#N)c(NCc3ccco3)o2)cc1 | -1 | -7 | -16 | 4 | -11 | 1 | 11 | 5 | · | -0.4

Filtered by structure, the compounds so far with a CF3 group
SMILES | PriA SSB inh | Rv3671c inh | DUSP3 inh | SARS 3CLpro inh | CCHF vOTU inh | MazEF act | Y pestis TopoI | PrPC TRFRET | TcdB inh | Vc quorum ag
Cc1ccccc1C(=O)Nc1cc(C(F)(F)F)ccc1-n1cncn1 | -3 | 9 | · | · | -8 | 1 | 0 | -5 | 0.8 | i
O=C(Nc1ccccc1C(F)(F)F)c1cc(-c2ccco2)on1 | 6 | 5 | 40 | -3 | 1 | -8 | 2 | 3 | 0.8 | i

The list is partial. The share of hits here may be higher or lower than overall.
